# Bioassay records: PubChem BioAssay, several laboratories
# MgcRacGAP inhibition = MgcRacGAP GTPase-activating activity inhibitors, confirmation, biochemical, ADP Hunter fluorescence; MgcRacGAP-stimulated Rac1 GTP hydrolysis, ADP Hunter fluorescence; higher % means a stronger effect; GST-tagged Rac1 F28L mutant substrate; one-dose inhibition, % at 30 µM; IC50 in µM for titrated hits; 0.6% of 340,000 active;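 active means first-screen hits whose inhibition reached a set limit at any dose in the follow-up dose series; inconclusive means inhibition above the set first-screen limit but never retested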;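 further: fluorescence reports GDP produced by GAP-driven GTP hydrolysis; strong numbers were not always called active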
# Myeloid diff MLP = promotes myeloid progenitor differentiation; ER-HoxA9 myeloid progenitors, lysozyme-GFP differentiation, flow cytometry; calls only at 10 µM; 1% of 360,000 active; AID 624256;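 active means normalized GFP-positive differentiation at or above the plate's own cutoff, the solvent-only control mean plus 3 SD; inconclusive means no clear call, values can overlap the other calls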;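 further: cells exposed to compound for four days before flow analysis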
# Myeloid diff MLP GFP+ MAC1+ % = second read-out of Myeloid diff MLP, no call of its own (marks repeat the call); GFP+ MAC1+ double positive, %; measured here: differentiation confirmed by MAC1 staining
# * hit, by the source's call; i = inactive; ? = inconclusive; + = active, no number.
SMILES,MgcRacGAP inhibition,Myeloid diff MLP,Myeloid diff MLP GFP+ MAC1+ %
COc1cc(NC(C)CCCN)c2nc(C)ccc2c1Oc1ccc(F)cc1 (stereo not drawn),5%,i,1.3
O=C(O)c1cscc1Cc1cccs1,-5%,i,0.7
C[C@H](CO)N1C[C@H](C)[C@H](CN(C)S(=O)(=O)c2ccc3c(c2)OCCCO3)OCc2cnnn2CCCC1=O,12%,i,0.4
C[C@H](CO)N1C[C@H](C)[C@@H](CN(C)S(=O)(=O)c2ccc3ccccc3c2)OCc2cn(nn2)CCCC1=O,9%,i,0.7
COc1ccc([C@H]2C[C@@H](O)[C@H](n3cc(COC(=O)c4ccccc4)nn3)CN2Cc2cccs2)cc1,9%,i,0.4
Cc1ccccc1CN(C)C[C@@H]1OCc2cnnn2CCCC(=O)N([C@H](C)CO)C[C@H]1C,8%,i,0.2
CC(=O)OC1C(OC(C)=O)C2C(C)CC3OC(=O)C(C)C3CC2(C)C1OC(C)=O (stereo not drawn),-5%,i,0.8
O=C(O)c1sc(C(=O)O)c(-c2ccccc2)c1-c1ccccc1,9%,i,0.7
Cc1ccc(OCc2cc(C(=O)N(C)C3CCCc4ccccc43)no2)cc1C (stereo not drawn),-4%,i,0.7
O=C(OCc1cn([C@@H]2CN(CC3CCCCC3)[C@@H](c3ccccc3)C[C@H]2O)nn1)c1ccccc1,14%,i,2.3

# Quoted from the listing:
# `Cc1ccccc1CN(C)C[C@@H]1OCc2cnnn2CCCC(=O)N([C@H](C)CO)C[C@H]1C` in Myeloid diff MLP GFP+ MAC1+ % shows 0.2
# `COc1cc(NC(C)CCCN)c2nc(C)ccc2c1Oc1ccc(F)cc1` (stereo not drawn) in MgcRacGAP inhibition shows 5%

# Remaining list, next part.
SMILES,MgcRacGAP inhibition,Myeloid diff MLP,Myeloid diff MLP GFP+ MAC1+ %
C[C@@H]1CCCCO[C@@H](CN(C)C(=O)Cc2ccccc2)[C@@H](C)CN([C@H](C)CO)C(=O)c2cc(N(C)C)ccc2O1,18%,i,0.4
COc1cc(Cl)ccc1OCc1cc(C(=O)N2CCN(C3CCCCC3)CC2)no1,-2%,i,0.5
CC(C)CC1C(=O)N(Cc2cn(CC3CCCCC3)nn2)CCS(=O)(=O)N1Cc1ccc(-c2ccc(Cl)cc2)cc1 (stereo not drawn),14%,i,0.8
COc1cc(C(C)n2nnc3ccccc32)ccc1O (stereo not drawn),108µM*,i,0.6
COc1ccc(CCC(=O)Nc2ccc(S(=O)(=O)N3CCOCC3)cc2)cc1OC,2%,i,0.4
CN(Cc1ccccc1)S(=O)(=O)c1ccc(Cl)c(C(=O)N2CCOCC2)c1,15%,i,2.6
COCCCN(Cc1cc(OC)c(OC)c(OC)c1)C(=S)Nc1cccc(SC)c1,2%,i,0.3
N#CC(C#N)c1ccnc2ccccc12,7%,i,0.6
CCn1cc(CN2CCCC(C(=O)Nc3cccc(-n4cccn4)c3)C2)cn1 (stereo not drawn),18%,i,0.9
COc1ccc2c([N+](=O)[O-])c(N3CCOCC3)[nH]c2c1,-13%,i,1.6

# Reformatted as tab-separated lines: entries from further up
Molecule	MgcRacGAP inhibition	Myeloid diff MLP	Myeloid diff MLP GFP+ MAC1+ %
COc1cc(NC(C)CCCN)c2nc(C)ccc2c1Oc1ccc(F)cc1 (stereo not drawn)	5%	i	1.3
O=C(O)c1cscc1Cc1cccs1	-5%	i	0.7
C[C@H](CO)N1C[C@H](C)[C@H](CN(C)S(=O)(=O)c2ccc3c(c2)OCCCO3)OCc2cnnn2CCCC1=O	12%	i	0.4
C[C@H](CO)N1C[C@H](C)[C@@H](CN(C)S(=O)(=O)c2ccc3ccccc3c2)OCc2cn(nn2)CCCC1=O	9%	i	0.7
COc1ccc([C@H]2C[C@@H](O)[C@H](n3cc(COC(=O)c4ccccc4)nn3)CN2Cc2cccs2)cc1	9%	i	0.4
Cc1ccccc1CN(C)C[C@@H]1OCc2cnnn2CCCC(=O)N([C@H](C)CO)C[C@H]1C	8%	i	0.2
CC(=O)OC1C(OC(C)=O)C2C(C)CC3OC(=O)C(C)C3CC2(C)C1OC(C)=O (stereo not drawn)	-5%	i	0.8
O=C(O)c1sc(C(=O)O)c(-c2ccccc2)c1-c1ccccc1	9%	i	0.7
Cc1ccc(OCc2cc(C(=O)N(C)C3CCCc4ccccc43)no2)cc1C (stereo not drawn)	-4%	i	0.7
O=C(OCc1cn([C@@H]2CN(CC3CCCCC3)[C@@H](c3ccccc3)C[C@H]2O)nn1)c1ccccc1	14%	i	2.3
C[C@@H]1CCCCO[C@@H](CN(C)C(=O)Cc2ccccc2)[C@@H](C)CN([C@H](C)CO)C(=O)c2cc(N(C)C)ccc2O1	18%	i	0.4
COc1cc(Cl)ccc1OCc1cc(C(=O)N2CCN(C3CCCCC3)CC2)no1	-2%	i	0.5
CC(C)CC1C(=O)N(Cc2cn(CC3CCCCC3)nn2)CCS(=O)(=O)N1Cc1ccc(-c2ccc(Cl)cc2)cc1 (stereo not drawn)	14%	i	0.8
COc1cc(C(C)n2nnc3ccccc32)ccc1O (stereo not drawn)	108µM*	i	0.6
COc1ccc(CCC(=O)Nc2ccc(S(=O)(=O)N3CCOCC3)cc2)cc1OC	2%	i	0.4
CN(Cc1ccccc1)S(=O)(=O)c1ccc(Cl)c(C(=O)N2CCOCC2)c1	15%	i	2.6
COCCCN(Cc1cc(OC)c(OC)c(OC)c1)C(=S)Nc1cccc(SC)c1	2%	i	0.3
N#CC(C#N)c1ccnc2ccccc12	7%	i	0.6
CCn1cc(CN2CCCC(C(=O)Nc3cccc(-n4cccn4)c3)C2)cn1 (stereo not drawn)	18%	i	0.9
COc1ccc2c([N+](=O)[O-])c(N3CCOCC3)[nH]c2c1	-13%	i	1.6

# (further entries)
SMILES,MgcRacGAP inhibition,Myeloid diff MLP,Myeloid diff MLP GFP+ MAC1+ %
CCN(CC(=O)Nc1c(F)cccc1F)C(=O)CCCN1C(=O)c2cccc3cccc(c23)C1=O,13%,i,1.3
CCCC#Cc1cnc2c(c1)C(=O)N([C@H](C)CO)C[C@@H](C)[C@@H](CN(C)C(=O)Nc1cccc(F)c1)O2,8%,i,0.4
CN(C)S(=O)(=O)n1cc(/C=C(\NC(=O)c2ccccc2F)C(=O)NCCN2CCOCC2)c2ccccc21,5%,i,0.5
C[C@@H](O)CNC(=O)c1[nH]cnc1C(=O)Nc1cccc(Cl)c1,16%,i,0.8
CC1C(=O)N(Cc2cn(CC3CCCCC3)nn2)CCS(=O)(=O)N1Cc1ccc(-c2cccc(CO)c2)cc1 (stereo not drawn),15%,i,0.5
C[C@H](CO)N1C[C@H](C)[C@@H](CN(C)Cc2ccc(Oc3ccccc3)cc2)OCc2cnnn2CCCC1=O,15%,i,0.6
O=C(Cn1cc(F)c(=O)[nH]c1=O)c1ccco1,1%,i,0.7
COc1ccc(S(=O)(=O)N2CCOC2CNC(=O)C(=O)NCc2ccccn2)cc1OC (stereo not drawn),12%,+,6.1*
C[C@@H]1CN([C@@H](C)CO)C(=O)CCCn2nncc2CO[C@H]1CN(C)S(=O)(=O)c1ccccc1C#N,6%,i,0.8
Cc1ccccc1CN(C)C[C@@H]1OCc2cnnn2CCCC(=O)N([C@@H](C)CO)C[C@H]1C,8%,i,0.6
Cn1c(=O)c2c(-c3ccccc3)n(-c3ccccc3N)cc2n(C)c1=O,4%,i,0.6
C[C@H](NC(=O)C1CCN(S(=O)(=O)c2ccccc2)CC1)C(=O)NC1CC1,4%,i,0.6
CC(C)C1C(=O)N(Cc2cn(Cc3ccco3)nn2)CCS(=O)(=O)N1Cc1ccc(-c2ccc(Cl)c(Cl)c2)cc1 (stereo not drawn),6%,i,0.4
Cc1cccc(NC(=O)COC(=O)CN2C(=O)C3CCCCC3C2=O)c1C (stereo not drawn),5%,i,0.9
O=C(Nc1cccc(-n2cnnn2)c1)C1CCCN(C(=O)Cc2cccc(Cl)c2)C1 (stereo not drawn),14%,i,0.4
C[C@@H]1CN([C@@H](C)CO)C(=O)c2cc(Br)cnc2O[C@H]1CN(C)C(=O)C1CC1,15%,i,1.3
Cc1ccc([C@@H]2C[C@H]3[C@@H](CN2S(=O)(=O)c2ccc(C)cc2)C(=O)C[C@@H](c2ccccc2)N3S(=O)(=O)c2ccc(C)cc2)cc1,10%,i,1.0
O=C(Nc1ccc(Cl)cc1C(=O)c1ccccn1)c1ccccc1,4%,i,1.0
C[C@H]1CN([C@@H](C)CO)C(=O)CCCn2cc(nn2)CO[C@@H]1CN(C)C(=O)Nc1ccccc1,16%,i,0.5
Nc1nc(-c2ccccc2)nc2nonc12,7%,i,1.4
CC(C)NC(=O)N(C)C[C@@H]1OCc2ccccc2-c2c(n(C)c3ccccc23)C(=O)N([C@@H](C)CO)C[C@@H]1C,12%,i,0.5
CN(C)C(CNC(=O)c1cc(Br)c(Br)s1)c1ccco1 (stereo not drawn),16%,i,1.1
COc1cc2nc3n(c(=O)c2cc1OC)-c1cc2ccccc2cc1C(=O)NC3Cc1ccccc1 (stereo not drawn),8%,i,0.6
C[C@@H]1CN([C@H](C)CO)C(=O)CCCn2nncc2CO[C@@H]1CN(C)C(=O)Cc1ccccc1,8%,i,0.7
Cc1ccc(NC(=O)Cn2sc3ccccc3c2=O)cc1,?,i,1.3
COc1ccc(NC(=O)C[C@H]2C(=O)N(c3ccc(OC)cc3)C[C@@H]2CSC)cc1,17%,i,0.8
O=C(C[C@@H]1C[C@@H]2c3cc(NC(=O)C4CCOCC4)ccc3O[C@@H]2[C@H](CO)O1)NCc1ccccn1,17%,i,0.3
CC(=O)c1ccc2ccccc2c1OC(=O)c1ccncc1,6%,i,0.6
Cc1ccc(CN(C)C(=O)CCNC(=O)c2ccc(Cl)cc2)o1,7%,i,1.1
CCCCc1ccc(NC(=O)COC(=O)c2ccc3ncsc3c2)cc1,1%,i,0.4
Cc1cc(C)c2c(=O)n3c(nc2c1)C(C)NC(=O)c1cccnc1-3 (stereo not drawn),15%,i,0.3
CC1C(=O)N(Cc2cn(CCC3OCCCO3)nn2)CCS(=O)(=O)N1Cc1ccc(-c2ccc(Cl)cc2)cc1 (stereo not drawn),14%,i,0.5
O[C@@H]1C[C@H](c2ccccc2)N(CC2CCCCC2)C[C@H]1n1cc(C2CC2)nn1,10%,i,0.7
Cc1ccccc1NC(=O)COC(=O)c1c(C)nn(-c2ccccc2)c1C,12%,i,0.5
O=C(COC(=O)/C=C/c1cccc(C(F)(F)F)c1)Nc1cccc(S(=O)(=O)NC2=NCCC2)c1,7%,i,0.3
Cn1c2ccccc2c(=O)c2ccc(Cl)cc21,1%,i,0.1
O=c1c2ccccc2c2ccccc2c(=O)n1Cc1ccc2c(c1)OCO2,0%,i,0.5
C[C@@H]1CCCCO[C@H](CN(C)C(=O)NC2CCCCC2)[C@@H](C)CN([C@H](C)CO)C(=O)c2cc(NC(=O)c3ccccc3)ccc2O1,18%,i,0.3
O=C(NCCc1cn[nH]c1)c1ccc2oc(CCc3ccccc3)nc2c1,-1%,i,1.0
C(=NOCc1ccccc1)c1ccccn1,9%,i,0.6
CC[C@H](C)[C@H]1CNC(=S)N1CC1CCN(CC)CC1,-3%,i,1.4
CCN(CC)C(=O)C1=C(C)N(Cc2ccc(C(C)(C)C)cc2)C(=O)C(CC(=O)NC2CCCC2)C1 (stereo not drawn),12%,i,1.4
N#Cc1ccccc1OCC(=O)Nc1ccc2c(c1)OCO2,10%,i,0.5
CCc1ccc(NC(=O)C(=O)NCCN2CCN(C(=O)c3ccc(OC)cc3)CC2)cc1,5%,i,0.5
Cc1cccc(NC(=O)CSc2nc(=O)n(CCCN3CCOCC3)c3c2CCCC3)c1C,14%,i,1.5
C[C@@H]1CN([C@@H](C)CO)C(=O)CCCn2cc(nn2)CO[C@H]1CN(C)C(=O)Oc1ccccc1,12%,i,2.4
COc1ccc(C(=O)N/C(=C\c2ccc(Cl)cc2)C(=O)NCCN2CCOCC2)cc1,10%,i,0.9
COc1ccc(-c2noc(CN(C)C(=O)CCCN3C(=O)[C@H]4CC=CC[C@H]4C3=O)n2)cc1,-28%,i,0.7
Cc1cccc(NC(=O)CSc2nncn2N)c1C,4%,i,0.5
C[C@H](O)[C@@H]1C(=O)N2CCc3c([nH]c4ccccc34)[C@@H]2C[C@@H]1N(C)C(=O)Nc1ccc(F)cc1,-10%,i,1.4
# The results go on:
SMILES,MgcRacGAP inhibition,Myeloid diff MLP,Myeloid diff MLP GFP+ MAC1+ %
Cc1ccc(C)c2c1CCCC2=O,4%,i,0.5
CC(C)(C)Cc1c(-c2ccc(F)cc2)nc2ccc(Br)cn12,15%,i,0.9
COCOCCn1cc(CN2CCS(=O)(=O)N(Cc3ccc(-c4ccncc4)cc3)C(C(C)C)C2=O)nn1 (stereo not drawn),5%,i,0.1
Cc1cn([C@H]2C[C@H](O)[C@@H](CNC(=O)[C@@H]3CCCN3Cc3ccccc3)O2)c(=O)[nH]c1=O,11%,i,0.3
Cc1ccc(CSC2=NCCN2S(=O)(=O)c2ccc(C)cc2)cc1,18%,i,0.4
COc1ccc(CNC(=O)COC(=O)c2cc(C)oc2C)cc1,-24%,i,1.5
CC1(C)CC(=O)C=C(c2ccccc2-c2ccc(S(C)(=O)=O)cc2)C1=O,12%,i,0.5
C[C@H]1CN([C@@H](C)CO)C(=O)CCCn2nncc2CO[C@H]1CN(C)S(=O)(=O)c1cccs1,12%,i,0.4
C[C@@H]1CN([C@H](C)CO)S(=O)(=O)c2ccc(Br)cc2O[C@@H]1CN(C)C(=O)CN1CCOCC1,8%,i,0.3
NS(=O)(=O)c1ccc(NCc2cnc3ccccc3n2)cc1,1%,i,0.8
O=S(=O)(Nc1cccc(F)c1)c1ccc(S(=O)(=O)N2CCOCC2)cc1,3%,i,1.0
COCOCCn1cc(CN2CCS(=O)(=O)N(Cc3ccc(-c4cccc(CO)c4)cc3)C(CC(C)C)C2=O)nn1 (stereo not drawn),5%,i,1.0

# Some of the compounds tested; count on the stated rates, not on these rows.
